Assay outcomes as filed in PubChem BioAssay.
MazEF act: increases E. coli MazEF RNase cleavage of RNA | AID 504720 | hit rate 0.32% among 350,000 | P0AE70 | FAM/BHQ RNA-DNA oligo cleavage fluorescence, 5 h | activation, % at 20 µM; in the data active = activation above about 50%
Target sequence (P0AE70 whole entry, looked up): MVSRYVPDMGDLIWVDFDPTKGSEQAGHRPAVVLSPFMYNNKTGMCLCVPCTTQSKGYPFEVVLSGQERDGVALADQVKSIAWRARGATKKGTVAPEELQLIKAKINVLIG
BoNT F protease: inhibitors of Botulinum neurotoxin F light chain protease; AID 588497; hit rate 0.22% among 360,000; inhibition, % at 10 µM; Multiplex microsphere protease cleavage assay, flow cytometry; in the data active = inhibition above about 35%, passing the limit was not always enough; inconclusive = no clear call, values can overlap the other calls; also: plate controls were buffer without enzyme for full effect and enzyme alone for no effect
FadD28 binding: inhibitors of Mycobacterium tuberculosis FadD28 bisubstrate binding. FadD28 bisubstrate probe binding, fluorescence polarization. inhibition, % at 12.5 µM. AID 588549. hit rate 0.22% among 360,000; in the data active = inhibition above about 8.5%, passing the limit was not always enough; inconclusive = no clear call, values can overlap the other calls
BioA inh: inhibitors of Mycobacterium tuberculosis BioA enzyme; purified M. tuberculosis BioA enzyme, plate reader; inhibition, % at 9.99 µM; hit rate 0.096% among 360,000; AID 602481; in the data active = inhibition above about 40%; inconclusive = no clear call, values can overlap the other calls
PrPC TRFRET: inhibitors of human cell surface prion protein PrPC | TR-FRET read-out | inhibition, % at 13.8 µM | hit rate 0.43% among 370,000; in the data active = inhibition above about 24%; also: 0% = median of the test wells and 100% = reference compound wells
UGM FP inh: blocks M. tuberculosis UGM enzyme | hit rate 0.06% among 320,000 | purified UGM, fluorescence polarization probe displacement | P9WIQ1 | inhibition, % at 10 µM; in the data active = inhibition above about 10%, passing the limit was not always enough; inconclusive = no clear call, values can overlap the other calls
Mtb FBA inh: inhibitors of M. tuberculosis fructose-bisphosphate aldolase; P9WQA3; purified M. tuberculosis FBA, fluorescence read-out; inhibition, % at 1 µM; hit rate 2.3% among 360,000; AID 588726; in the data active = inhibition above about 27%;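 also: 0% = vehicle and 100% = reference inhibitor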
Target sequence (P9WQA3 whole entry, looked up): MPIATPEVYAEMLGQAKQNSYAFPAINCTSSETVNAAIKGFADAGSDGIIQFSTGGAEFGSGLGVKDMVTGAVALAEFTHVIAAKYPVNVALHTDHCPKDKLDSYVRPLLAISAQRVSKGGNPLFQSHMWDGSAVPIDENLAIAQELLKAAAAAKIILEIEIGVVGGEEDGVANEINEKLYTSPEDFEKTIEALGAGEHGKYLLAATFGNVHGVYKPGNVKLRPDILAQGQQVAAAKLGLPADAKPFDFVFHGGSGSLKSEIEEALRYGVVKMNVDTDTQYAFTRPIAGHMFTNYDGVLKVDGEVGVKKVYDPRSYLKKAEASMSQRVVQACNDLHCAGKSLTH
GDH-TPI counter: GDH-TPI coupled enzyme inhibition counter-screen; GDH-TPI coupled enzyme counterscreen, NADH absorbance; inhibition, % at 4.8 µM; hit rate 1.2% among 360,000; AID 588335; in the data active = inhibition above about 30%;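 also: 0% = DMSO wells and 100% = wells lacking the enzyme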
Rv3671c inh: inhibitors of M. tuberculosis serine protease Rv3671c; hit rate 0.048% among 320,000; P9WHR9; inhibition, % at 5.96 µM; in the data active = inhibition above about 38%;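 also: extracellular domain of Rv3671c used as enzyme; 0% = enzyme with DMSO and 100% = no enzyme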
Target sequence (P9WHR9 whole entry, looked up, the tested form may be a part): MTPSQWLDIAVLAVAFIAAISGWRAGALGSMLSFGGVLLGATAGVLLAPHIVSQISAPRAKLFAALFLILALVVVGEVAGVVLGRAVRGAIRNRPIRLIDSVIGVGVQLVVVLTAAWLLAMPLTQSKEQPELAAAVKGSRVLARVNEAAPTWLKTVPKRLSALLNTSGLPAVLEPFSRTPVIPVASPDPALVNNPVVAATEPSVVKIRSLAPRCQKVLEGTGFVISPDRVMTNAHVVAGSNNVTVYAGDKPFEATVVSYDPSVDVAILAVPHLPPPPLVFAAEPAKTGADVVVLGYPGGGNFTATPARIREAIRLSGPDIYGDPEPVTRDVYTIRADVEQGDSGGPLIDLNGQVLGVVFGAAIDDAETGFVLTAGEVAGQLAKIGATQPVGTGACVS
* marks the source's active call; other numbers are inactive results; ? = inconclusive; / = no result given; & = joins results of further samples. Rows were taken by chance, and some 4.8% of all compounds hit somewhere here.

SMILES | MazEF act | BoNT F protease | FadD28 binding | BioA inh | PrPC TRFRET | UGM FP inh | Mtb FBA inh | GDH-TPI counter | Rv3671c inh
Cc1ccc(C)c(NC(=O)CN(C)C(=O)c2cc3ccccc3o2)c1 | -17 | -3 | -2.0 | / | 1 | 1.9 | -3 | 1 | 4
COc1ccc(NC(=O)C2CCCN2S(=O)(=O)c2ccc(F)cc2)cc1 (stereo not given) | 8 | -6 | -3.5 | -1.7 | -5 | -3.4 | 6 | -1 | -1
COc1cccc(NC(=O)c2c(F)cccc2F)c1 | 1 | 0 | -4.2 | 0.3 | 5 | -1.3 | 0 | -3 | 13
O=C(CC1C(=O)NCCN1Cc1ccccc1)NCCN1CCCCC1=O (stereo not given) | 7 | 7 | 0.1 | -4.5 | 3 | -0.5 | -2 | 17 | 7
Cc1ccc(/C=N/NC(=O)Nc2ccccc2)o1 | 3 | 6 | -2.6 | / | 2 | 2.8 | 3 | 3 | 5
CC(Oc1ccc(-n2cnnn2)cc1)C(=O)O (stereo not given) | 5 | 4 | -4.0 | 0.9 | -2 | 2.5 | -2 | -3 | -8
Cn1c(SCC(=O)Nc2cccc(O)c2)nnc1-c1ccc(S(=O)(=O)N2CCOCC2)cc1 | 16 | 0 | 0.1 | -0.5 | 9 | 1.4 | 1 | 0 | 21
Cc1ccc(NC(=O)C2C3C=CC4(O3)C2C(=O)N(CCCN2CCCCC2)C4C(=O)NC2CCCCC2)cc1Cl (stereo not given) | 12 | 0 | -1.8 | -2.4 | 2 | -0.1 | -6 | 0 | -2
FC(F)(F)c1cc(Cl)c2nc(-c3ccccc3)cn2c1 | -2 | 6 | 1.0 | -2.3 | 12 | -1.3 | 5 | 20 | -7
Oc1ccc(/C=N\Nc2nncc(-c3ccccc3)n2)cc1 | 10 | -2 | -0.8 | -2.5 | -16 | -0.4 | -2 | 40* | 7
O=C(/C=C/c1ccccc1)NNC(=O)C1CC1 | -2 | 4 | -2.8 | -2.2 | -7 | 1.1 | -2 | 1 | -1
COc1ccccc1OCC(=O)NCc1n[nH]c(=O)c2ccccc12 | 0 | / | -3.2 | -1.0 | -3 | -1.8 | 0 | 5 | -1
O=C1CCCCc2sc(Br)c([N+](=O)[O-])c2N1 | 9 | 0 | -2.9 | 8.6 | -3 | 0.0 | -1 | 10 | 0
O=C(Oc1ccccc1)Oc1ccc2c(c1)oc(=O)c1ccccc12 | -6 | -38 | -2.9 | 1.8&1.3 | 31* | 1.9 | 8 | 23 | -8
CCC(NC(=O)CNC(=O)CNC(=O)c1ccc(Cl)cc1Cl)c1ccc(C)cc1 (stereo not given) | 0 | 1 | -2.7 | 1.0 | 4 | -1.0 | -2 | -4 | -4
COc1ccc(C(=O)NCCNC(=O)c2ccc(OC)cc2)cc1 | 4 | ? | 0.1 | -0.5 | -5 | -1.1 | 1 | -7 | -5
Cc1ccnc2nc(C(=O)Nc3cc(Cl)ccc3N3CCOCC3)nn12 | 18 | -12 | -3.4 | -1.0 | 5 | -1.4 | 2 | -10 | 3
CC(=O)COC(=O)c1ccc2noc(-c3ccccc3)c2c1 | 6 | 2 | -4.1 | -0.6 | -19 | 0.4 | 2 | 8 | -6
COc1ccc(-n2c(=O)c3c4c(sc3n(CC(=O)NCc3ccco3)c2=O)CCC4)c(OC)c1 | -4 | 1 | -0.9 | 0.4 | / | 0.0 | 1 | 5 | -10
CN1C(C(=O)NCc2ccccc2)CC2Cn3c(nc4ccccc43)C21 (stereo not given) | -12 | -12 | 1.2 | -0.4 | -3 | 4.7 | -1 | 6 | 3
Cn1c2ccccc2c(=O)c2cc(C#Cc3ccc(N)cc3)ccc21 | 3 | -1 | 0.3 | 0.0 | 19 | -0.8 | 6 | 28 | 8
COc1cc(/C=N/NC(=O)c2cc(-c3cccs3)nc3ccccc23)ccc1O | 1 | -3 | -8.4 | -10.0 | -4 | 1.5 | 7 | 56* | -8
CCOc1ccc(-c2csc(Cn3c(CN4CCN(C)CC4)nc4ccccc4c3=O)n2)cc1 | 10 | 2 | -4.1 | / | -4 | -0.1 | 3 | -1 | -7
Cc1sc2ccc3sccc3c2[n+]1C | -2 | -9 | 0.4 | -0.7 | 6 | -0.9 | -2 | 3 | -17
COc1ccc(C(=O)N/N=C/c2sc(N3CCOCC3)nc2-c2ccccc2)cc1OC | -11 | -4 | 2.1 | -1.3 | -10 | 1.9 | -2 | 1 | 20

Next section
SMILES | MazEF act | BoNT F protease | FadD28 binding | BioA inh | PrPC TRFRET | UGM FP inh | Mtb FBA inh | GDH-TPI counter | Rv3671c inh
O=C(OCC(F)(F)F)c1cccc(COc2ccc3ccccc3c2)c1 | -3 | -4 | -4.8 | / | -4 | 2.9 | -3 | -8 | -8
COc1ccc(C2(O)CC3CCC(C2)N3c2nc(C)cc(C)c2C#N)cc1 (stereo not given) | -2 | 22 | -1.5 | -2.2 | 11 | -1.3 | 22 | 8 | -3
CC(C)(C)NC(=S)N1CCC2CC1c1c(Cl)cccc12 (stereo not given) | 4 | -5 | -3.0 | -2.6 | 4 | / | 0 | 0 | /
Cc1ccccc1NC(=O)c1c2c(nc3ccccc13)CCC2 | 11 | -4 | -0.3 | 2.7 | -1 | 3.4 | 6 | -4 | -4
Cc1cccnc1NC(=O)c1ccc(COc2ccccc2)o1 | 0 | -7 | / | 0.0 | 0 | -0.3 | 0 | 0 | -4
Cc1cccc(N2CC(C(=O)OCC(=O)Nc3sccc3C(N)=O)CC2=O)c1C (stereo not given) | 5 | -7 | -3.3 | 0.9 | 9 | 2.2 | -2 | 3 | 4
COC(CNC(=O)C1CC(=O)N(CCc2ccc(C)cc2)C1)OC (stereo not given) | 9 | -18 | -0.3 | -0.2 | 10 | 2.4 | 3 | 12 | -3
CCCn1c(N)c(C(=O)CSc2nc3ccccc3n2CCC#N)c(=O)n(C)c1=O | 5 | 3 | -3.4 | -3.2 | -3 | 0.5 | -11 | 4 | -7
Cc1ccc(C(=O)c2cc3c(cc2N)OCCO3)cc1 | 5 | -10 | -2.5 | 0.3 | -7 | 0.4 | 1 | 2 | 6
CC(C)(C)[C@H]1C=C(C(=O)NC2CC2)O[C@@H](OCCCCO)C1 | -1 | 0 | 0.4 | -2.2 | 1 | 0.6 | 4 | 21 | 8
CCNC(=S)N1CCC(C(=O)c2ccc3c(c2)OCCO3)CC1 | 12 | -1 | -4.6 | 0.8 | 3 | -0.6 | 1 | -10 | -3
O=S(=O)(Nc1cccc(-c2nnco2)c1)c1ccc(Cl)cc1 | -4 | ? | -2.0 | -1.6 | 3 | 0.1 | 3 | 6 | 0
Cc1ccc(NS(=O)(=O)c2ccc(C(=O)NCC(c3ccco3)N(C)C)cc2)cc1 (stereo not given) | -1 | 0 | -0.5 | -1.8 | 7 | -0.6 | 2 | 2 | 0
COc1ccc(NS(=O)(=O)c2ccc(C(=O)Nc3c(C)n(C)n(-c4ccccc4)c3=O)cc2)cc1 | -22 | -3 | -1.4 | -0.2 | 2 | -0.1 | 1 | 13 | 2
O=C(N/N=C/c1cnc2ccccc2n1)c1cccc(F)c1 | -5 | 0 | -5.2 | / | -28 | 1.2 | -3 | 37* | 4
COc1ccc(-c2noc(CN(C)C3CCOCC3)n2)cc1 | 15 | -2 | -0.1 | / | 9 | -1.6 | 2 | -5 | 0
Cc1cc(C(=O)COC(=O)C2=NNC(=O)CC2)c(C)n1-c1ccccc1 | -1 | 2 | -2.6 | -0.6 | -3 | / | -1 | -2 | 6
CCOC(CCn1ccc(O)c(Cc2ccc(Cl)cc2)c1=O)OCC | 6 | -10 | 1.2 | -4.8 | 35* | -1.6 | -2 | 11 | -1
CCOC(=O)NC(=O)/C(C=Nc1ccc(Cl)cc1)=C(\C)O | 0 | 12 | -1.2 | / | 8 | 0.2 | 0 | 1 | 3
CCC(=O)Nc1ccc(C(=O)CSc2nnc(-c3ccc(O)cc3)n2CC2CCCO2)cc1OC (stereo not given) | 2 | 2 | -4.3 | 0.6 | 5 | 1.0 | -2 | -1 | -1
C#CC1(NC(=O)NC(C)C)CCCCC1 | -3 | -1 | -0.9 | / | 8 | 1.7 | 2 | 0 | -12
O=C(COc1ccc(CNC[C@H]2O[C@@H](n3ccc(=O)[nH]c3=O)[C@H](O)[C@@H]2O)cc1)Nc1ccccn1 | / | -3 | -3.7 | -0.8 | -1 | / | -3 | / | /
Cc1ccc(C)c(OCCCC(=O)Nc2nccs2)c1 | 2 | 4 | -5.3 | -0.1 | 11 | 0.7 | 1 | 2 | -7
CCOC(=O)C1CCN(C(=O)COc2ccc(N(C)S(=O)(=O)c3cccs3)cc2)CC1 | 2 | 1 | -3.5 | 0.2 | 3 | 1.9 | -5 | -8 | -5
CCOC(=O)/C=C/C(=O)Nc1ccccc1-c1ccccc1NC(=O)/C=C/C(=O)OCC | 10 | 0 | -1.7 | / | -5 | -1.0 | 0 | 11 | -2

Other records
SMILES | MazEF act | BoNT F protease | FadD28 binding | BioA inh | PrPC TRFRET | UGM FP inh | Mtb FBA inh | GDH-TPI counter | Rv3671c inh
C=C(C)C1CC=C(CN2CCN(Cc3ccccc3)CC2)CC1 (stereo not given) | -13 | -1 | -1.6 | -0.6 | -4 | 1.3 | -3 | 3 | -6
CC(C)COCC1CC2(CC(C)C(=O)CC2=O)C(=O)O1 (stereo not given) | 2 | 8 | -0.2 | -2.4 | 0 | -1.8 | 0 | -2 | -3
Cc1ccc(C(=O)Nc2cccnc2Oc2ccc(Cl)cc2)cc1 | -4 | ? | 0.0 | -0.2 | -9 | -0.8 | -3 | 10 | -2
O=C(CSCc1nc2ccccc2[nH]1)N1CCN(c2ccc(F)cc2)CC1 | -7 | -10 | -0.6 | -0.2 | 11 | 0.3 | -1 | 2 | 0
Cc1ccc(NC(=O)c2cc3ccccc3cc2O)cc1 | -11 | -16 | -1.0 | -1.2 | 5 | 0.5 | 5 | 1 | -1
CC(=O)OC1(c2ccccc2)CCN(C2CCCCC2)CC1C (stereo not given) | 3 | -11 | -1.3 | -3.0 | 7 | -1.0 | 2 | 2 | -5
CCOC(=O)/C(C#N)=C/c1c(N2CCN(c3ccccc3)CC2)nc2ccccn2c1=O | -13 | -3 | -1.6 | -0.7 | -9 | 3.6 | 0 | 1 | -7
Cc1cccc(NC(=O)COC(=O)CN2C(=O)c3ccccc3C2=O)c1 | 0 | -4 | -0.1 | -2.9 | 5 | / | 0 | 6 | /
Cc1cc(C(=O)Nc2ccon2)ccc1[N+](=O)[O-] | 13 | -6 | -2.8 | -0.3 | -12 | 0.8 | -4 | 8 | 1
COc1ccc(NC(=O)c2cc(C)no2)cc1Cl | -14 | -1 | -1.1 | 1.2 | -6 | 0.5 | -7 | 6 | -1
COC(=O)c1ccccc1NC(=O)NCCc1ccccc1OC | -4 | -2 | -1.5 | / | 4 | -3.6 | 1 | -2 | 5
COC(=O)c1cc(CN2CCN(c3ccccc3)CC2)ccc1O | 1 | 0 | -1.9 | 0.6 | -1 | -1.0 | -3 | -13 | 1
CCCCN1C(=O)c2ccc(C(=O)Nc3ccccc3N3CCOCC3)cc2C1=O | -6 | -3 | -0.4 | / | -9 | 0.7 | 1 | 12 | 10
c1ccc(CN2CCC3(CC2)Nc2ccccc2S3)cc1 | 3 | / | -1.0 | / | 1 | -3.2 | -2 | -6 | 4
COc1ccc(Cc2nnc(NC(=O)CSc3ccccc3)s2)cc1OC | 0 | -7 | -2.1 | -1.9 | 4 | 0.4 | -5 | 1 | 2
Cc1csc(Nc2ccc(Cl)cc2)n1 | 2 | 6 | 0.5 | 0.3 | 9 | 0.6 | 0 | 17 | 0

Four compounds picked at random from those above, as already listed:
SMILES | MazEF act | BoNT F protease | FadD28 binding | BioA inh | PrPC TRFRET | UGM FP inh | Mtb FBA inh | GDH-TPI counter | Rv3671c inh
CCCCN1C(=O)c2ccc(C(=O)Nc3ccccc3N3CCOCC3)cc2C1=O | -6 | -3 | -0.4 | / | -9 | 0.7 | 1 | 12 | 10
COC(=O)c1cc(CN2CCN(c3ccccc3)CC2)ccc1O | 1 | 0 | -1.9 | 0.6 | -1 | -1.0 | -3 | -13 | 1
C=C(C)C1CC=C(CN2CCN(Cc3ccccc3)CC2)CC1 (stereo not given) | -13 | -1 | -1.6 | -0.6 | -4 | 1.3 | -3 | 3 | -6
Cc1csc(Nc2ccc(Cl)cc2)n1 | 2 | 6 | 0.5 | 0.3 | 9 | 0.6 | 0 | 17 | 0
